ABHD5 PLIN5 PPI: ABHD5-PLIN5 protein interaction inhibition; Q00G26+Q8WTS1; Split G. princeps luciferase complementation, luminescence, 4 h; 0.78% of 360,000 active; inhibition, % at 4 µM;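 active = inhibition above the mean inhibition across every tested compound plus 3 SD, cut at about 22% in these data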;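 note: 0% = DMSO only wells and the 100% control is not disclosed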
LRH-1 inv ag: suppresses constitutive activity of human LRH-1 | O00482 | HEK293T StAR-luciferase reporter, LRH-1 transfected, 24 h | inhibition, % at 3.6 µM | 0.13% of 360,000 active | AID 602396;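 active = inhibition above the mean inhibition of all tested compounds plus 3 SD, cut at about 73% in these data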;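 note: 0% = DMSO wells and 100% = reporter-only cells lacking LRH-1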
NCOA3 inh: inhibits human SRC3 coactivator; 0.17% of 360,000 active; AID 588352; HEK293 GAL4-SRC3 luciferase reporter, luminescence; inhibition, % at 3.6 µM;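 active = inhibition above a per-campaign cutoff, the mean of all compounds plus 3 SD, cut at about 60% in these data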;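 note: 0% = DMSO-treated cells and 100% = gossypol-treated cells at 36 µM; higher means less SRC3-driven luciferase light from the GAL4 reporter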
NOD2 RIPK2 PPI: blocks binding of human NOD2 to RIPK2. O43353. 0.38% of 360,000 active. CHO BLA complementation NOD2-RIPK2, CCF4 ratio. AID 624267. inhibition, % at 4.98 µM; in the data active = inhibition above about 21%;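 note: 0% = vehicle only and 100% = reference blocker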
MC4R antag cAMP: antagonists of human melanocortin 4 receptor (MC4R); P32245; MC4R-expressing cells, MTII-stimulated cAMP, LANCE TR-FRET; inhibition, % at 6.5 µM; 0.48% of 360,000 active; AID 540295;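 active = inhibition above its plate's cutoff, the mean of tested wells on that plate plus 3 SD, cut at about 29% in these data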;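 note: 0% = Melanotan II alone and 100% = Melanotan II plus saturating MCL0020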
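Assay system: human MC4R-expressing U2OS cells; reagent: Melanotan II stimulation of cells; dosing: 6.5 µM single dose; timing: compound 30 min, challenge 1 h, detection 1 h; signal: TR-FRET cAMP assay; replicates: one well per compound, no replicates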
EBV LMP1 NFkB: inhibitors of Epstein-Barr LMP1-induced NF-kappaB reporter; LMP1-induced NF-kappaB luciferase reporter cells, luminescence; inhibition, % at 12.5 µM; 0.69% of 350,000 active; AID 504558; in the data active = inhibition above about 41%;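 note: 0% = neutral control wells and 100% = reference inhibitor control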
SRC2 inh: inhibits human steroid receptor coactivator 2; Q15596; HEK293 GAL4-SRC2 luciferase reporter, luminescence; inhibition, % at 9 µM; 0.17% of 370,000 active;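 active = inhibition above the mean inhibition of all tested compounds plus 3 SD, set per campaign, cut at about 52% in these data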;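 note: 0% = DMSO treated cells and 100% = cells given Gossypol at 36 µM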
COUP-TFII inh: NR2F2 (human) inhibition, primary screen; HEK293T NGFI-A luciferase reporter, luminescence; inhibition, % at 8.6 µM; 0.7% of 370,000 active; AID 686940;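 active = inhibition above a per-plate cutoff, mean inhibition of test wells between control levels plus 3 SD, cut at about 38% in these data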;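 note: cells cotransfected with COUP-TFII expression vector driving the NGFI-A reporter; 0% = median of COUP-TF2 test wells and 100% = reporter-only cells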
MC4R ag barr: activates human MC4R beta-arrestin recruitment | activation, % at 8.9 µM | U2OS MC4R beta-arrestin complementation, luminescence; percent of melanotan II response, DMSO zero | P32245 | 0.98% of 360,000 active;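 active = activation above a per-plate cutoff, the mean activation of sample wells on that plate plus 3 SD, cut at about 8% in these data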
NCOA1 inh: inhibits human SRC1 coactivator; Q15788; HEK293 GAL4-SRC1 luciferase reporter, luminescence; inhibition, % at 3.6 µM; 0.12% of 360,000 active; AID 588354;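 active = inhibition above the campaign mean plus 3 SD, with each screening campaign given its own cutoff, cut at about 60% in these data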;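 note: 0% = DMSO treated cells and 100% = gossypol at 36 µM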
TLR9-MyD88 inh: TLR9-MyD88 interaction inhibition | Q9NR96+Q99836 | CHO BLA complementation TLR9-MyD88, CCF4 FRET ratio | inhibition, % at 4.98 µM | 0.21% of 340,000 active;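 active = inhibition above the mean over all tested compounds plus 3 SD, cut at about 21% in these data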;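 note: 0% = DMSO only wells and 100% = clavulanate BLA inhibitor control wells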
Target sequence (Q99836 whole entry, looked up): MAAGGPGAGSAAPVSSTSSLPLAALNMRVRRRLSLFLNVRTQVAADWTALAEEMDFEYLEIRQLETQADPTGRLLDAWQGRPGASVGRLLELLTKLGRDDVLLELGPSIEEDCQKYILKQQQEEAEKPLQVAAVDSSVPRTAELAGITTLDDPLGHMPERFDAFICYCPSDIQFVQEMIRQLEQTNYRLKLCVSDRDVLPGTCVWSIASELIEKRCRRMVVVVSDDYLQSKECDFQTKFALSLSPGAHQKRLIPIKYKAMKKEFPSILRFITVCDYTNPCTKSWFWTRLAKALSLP
Target sequence (Q9NR96 whole entry, looked up): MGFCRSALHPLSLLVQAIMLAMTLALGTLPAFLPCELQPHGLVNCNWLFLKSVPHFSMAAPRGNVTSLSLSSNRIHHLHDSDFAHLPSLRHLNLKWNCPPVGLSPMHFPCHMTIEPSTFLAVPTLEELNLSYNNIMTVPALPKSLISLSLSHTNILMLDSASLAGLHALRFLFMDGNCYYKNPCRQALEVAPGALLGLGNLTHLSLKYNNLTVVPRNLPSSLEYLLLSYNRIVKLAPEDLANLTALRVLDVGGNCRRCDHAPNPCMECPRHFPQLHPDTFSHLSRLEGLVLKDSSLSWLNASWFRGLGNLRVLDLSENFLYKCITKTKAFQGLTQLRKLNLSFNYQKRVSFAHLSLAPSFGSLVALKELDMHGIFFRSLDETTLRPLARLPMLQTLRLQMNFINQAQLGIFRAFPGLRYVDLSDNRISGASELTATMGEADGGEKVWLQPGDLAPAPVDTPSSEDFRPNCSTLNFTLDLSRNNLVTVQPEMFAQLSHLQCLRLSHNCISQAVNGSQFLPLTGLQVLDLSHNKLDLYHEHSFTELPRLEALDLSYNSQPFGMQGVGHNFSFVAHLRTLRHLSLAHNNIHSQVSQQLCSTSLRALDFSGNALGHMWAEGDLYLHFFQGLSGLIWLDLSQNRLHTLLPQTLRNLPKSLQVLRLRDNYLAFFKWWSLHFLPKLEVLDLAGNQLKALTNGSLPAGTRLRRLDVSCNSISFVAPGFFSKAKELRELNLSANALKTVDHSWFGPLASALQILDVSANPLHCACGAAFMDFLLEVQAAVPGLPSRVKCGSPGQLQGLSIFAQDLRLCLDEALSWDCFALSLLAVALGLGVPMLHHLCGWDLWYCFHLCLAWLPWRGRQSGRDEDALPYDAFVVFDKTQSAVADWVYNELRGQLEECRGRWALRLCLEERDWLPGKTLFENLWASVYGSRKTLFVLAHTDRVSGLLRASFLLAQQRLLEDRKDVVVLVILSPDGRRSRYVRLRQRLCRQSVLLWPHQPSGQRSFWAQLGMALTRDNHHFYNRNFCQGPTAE
Numbers without * were called inactive; / = no result given.

SMILES	ABHD5 PLIN5 PPI	LRH-1 inv ag	NCOA3 inh	NOD2 RIPK2 PPI	MC4R antag cAMP	EBV LMP1 NFkB	SRC2 inh	COUP-TFII inh	MC4R ag barr	NCOA1 inh	TLR9-MyD88 inh
Cn1ncc2c(NCc3ccccc3)ncnc21	2	8	2	-5	4	3	-7	13	-0.4	-3	2
COc1ccc(OC)c(-n2c(-c3cccc(S(=O)(=O)N(C)C)c3)n[nH]c2=S)c1	-1	12	-3	5	5	0	2	1	-2.5	-11	-9
Cc1cc(C)cc(N(CCC#N)C(=O)CSC2=Nc3ccccc3C3CC=NN23)c1 (stereo not given)	-2	0	2	1	-1	15	0	21	0.0	-40	-8
CSc1nc(C)cc(-n2ccc(=O)[nH]c2=O)n1	13	16	16	-2	-7	-1	-3	-16	-0.5	11	-2
CC1CCC(NC(=O)C2CC(=O)N(c3ccc(Cl)cc3)C2)CC1 (stereo not given)	-3	-9	17	-5	2	1	8	14	-2.1	-11	0
Cc1cc(Br)ccc1SCC(=O)OCC(=O)NCc1ccco1	10	2	13	-4	20	3	-27	11	1.7	-8	0
Cc1cccc(S(=O)(=O)NCCNS(=O)(=O)c2cccc(C)c2)c1	-1	8	23	3	1	-6	0	15	0.8	12	-2
O=C(COc1ccccc1-c1ccccc1)NCCN1C(=O)S/C(=C\c2cccnc2)C1=O	10	4	17	-9	2	-7	-6	-11	0.1	6	9
CC(C(=O)Nc1cccnc1)C1Sc2ccccc2NC1=O (stereo not given)	-1	10	2	-6	1	3	-8	7	-2.8	-11	-3
O=C(NCCSCc1ccc(Cl)cc1)c1cccs1	-6	-15	19	2	0	-3	14	10	1.9	9	-8
COc1ccc(CCN2C(=O)CCC3=C2CCCC3=O)cc1OC	-7	-7	1	2	/	/	/	/	/	-6	/
CCN(CC)c1ccc(/C=N/NC(=O)c2nnn(-c3nonc3N)c2-c2ccc(C)cc2)cc1	-12	14	11	-6	-2	-5	19	5	-3.1	6	11
COc1ccc(C2CC(c3ccccc3)=NN2C(=O)COC(=O)COc2ccccc2)cc1 (stereo not given)	3	-22	-1	3	2	-2	-1	-5	-1.4	-4	-4
CCOc1ccccc1NCc1cc(=O)oc2cc(C)ccc12	3	-5	-19	2	17	-20	-42	4	2.5	-9	2
NC(Cc1ccc(C(F)(F)F)cc1)c1csc(NC(=O)NCCc2ccccc2)n1 (stereo not given)	2	6	4	18	10	/	20	14	14*	-7	/
COc1ccc(-c2cc3nc(CCl)[nH]c(=O)c3s2)cc1	1	-126	-78	-6	-2	49*	-82	-59	-1.8	-80	8
CCCOc1ccc(C(=O)c2ccccc2C(=O)OC2CCOC2=O)cc1OCCC (stereo not given)	-4	9	11	-13	30*	-3	-8	-10	-1.3	3	-5
O=C(CCc1nnc(COc2ccccc2)o1)NC1(c2ccccc2)CC1	-1	7	16	-3	3	0	-2	-12	-2.0	4	6
OCC(C#CCN1CCCCC1)NCc1ccccc1 (stereo not given)	2	5	-6	-3	0	4	-13	-16	0.1	7	-1
CCOc1cc(/C=C2\SC(N3CCCC(C)C3)=NC2=O)ccc1O (stereo not given)	-1	-26	-33	10	-3	0	-46	-10	-0.9	-33	-3
CC(C)=CC(=O)Nc1nnc(-c2cccnc2)s1	12	-6	-14	-5	6	-3	-18	-6	-1.5	-5	-3
CCCCN1C(=O)C(CC(=O)NCc2ccco2)CC(C(=O)N2CCOCC2)=C1C (stereo not given)	0	0	28	1	4	3	9	21	1.4	-14	-2
Cc1ccc(NC(=O)Cc2nnc(SCC(=O)Nc3nncs3)n2C)cc1	7	-3	0	0	-3	-3	14	-7	-1.6	-25	-6
Cc1ccc(C(=O)NC(=S)NCC2CCCO2)cc1[N+](=O)[O-] (stereo not given)	5	7	8	0	5	-7	-21	-9	-0.6	-24	10

Continued; the last 3 above are carried over.
SMILES	ABHD5 PLIN5 PPI	LRH-1 inv ag	NCOA3 inh	NOD2 RIPK2 PPI	MC4R antag cAMP	EBV LMP1 NFkB	SRC2 inh	COUP-TFII inh	MC4R ag barr	NCOA1 inh	TLR9-MyD88 inh
CCCCN1C(=O)C(CC(=O)NCc2ccco2)CC(C(=O)N2CCOCC2)=C1C (stereo not given)	0	0	28	1	4	3	9	21	1.4	-14	-2
Cc1ccc(NC(=O)Cc2nnc(SCC(=O)Nc3nncs3)n2C)cc1	7	-3	0	0	-3	-3	14	-7	-1.6	-25	-6
Cc1ccc(C(=O)NC(=S)NCC2CCCO2)cc1[N+](=O)[O-] (stereo not given)	5	7	8	0	5	-7	-21	-9	-0.6	-24	10
CC(C)Oc1ccc(S(=O)(=O)N2CCOCC2)cc1NC(=O)C1CCC1	-14	6	7	-1	8	-11	16	-2	-2.7	-5	-12
CCOc1ccccc1NC(=O)Cn1c(-c2ccc(Cl)cc2)noc1=O	6	12	10	3	-3	-5	27	-6	-1.5	6	-12
CCSc1nnc(NC(=O)C2CCCCC2C(=O)O)s1 (stereo not given)	7	-4	-6	-3	2	-4	0	2	0.4	-16	6
CC(C)(C)C(C(=O)NC1CCCC1)N1CCN(c2ncccc2C#N)CC1 (stereo not given)	-1	20	/	-7	/	/	11	8	/	/	/
Cc1c(NC(=S)NC(=O)c2ccco2)cccc1-c1nc2ncccc2o1	-2	0	8	-9	-2	-6	9	9	0.5	-22	0
Cc1sc2ncnc(N=Nc3c(O)[nH]c4ccccc34)c2c1C	3	-15	-31	-5	2	-35	-28	-6	-0.4	-20	-4
COC(=O)c1ccc(CN2C(=O)NC(CC(C)C)C2=O)cc1 (stereo not given)	3	-10	13	1	17	-4	-1	14	-0.1	-12	5
O=C(NCCS(=O)(=O)NCc1ccccc1)c1ccccc1	8	13	12	-6	7	-6	4	2	-0.9	-8	3
C=CC[N+](C)(C)CCCNC(=O)/C=N/O	-7	-13	6	7	-4	-3	12	-6	3.6	5	-9
COc1cc(S(=O)(=O)N2CCCC2)c(C)cc1C	9	-23	-19	-6	-10	-4	5	0	1.3	-5	-1
COc1ccc(CCC(C)N2CCC(Oc3ccc(C(=O)N4CCCC4)cc3)CC2)cc1 (stereo not given)	10	-4	-23	-5	11	-9	-13	0	1.7	-13	4
COc1ccc(-c2coc3c(C(=O)NC(C)C)cccc23)c(C)c1	-4	11	-14	-2	4	/	-15	15	0.4	1	/
COc1ccc(C(CC(=O)N2CCCC2)c2ccc(F)cc2)cc1 (stereo not given)	1	-5	21	9	14	1	-18	-4	-0.8	-11	-3
CC(C)=CCN1CCN(Cc2cccn2-c2ccccn2)CC1CCO (stereo not given)	0	-6	1	0	3	1	9	-6	0.2	1	2
CN(C(=O)COC(=O)Cc1ccccc1[N+](=O)[O-])C1CCS(=O)(=O)C1 (stereo not given)	4	-1	8	3	18	-1	-14	-2	-3.8	-13	-4
Cc1ccc(Cn2cc(CN3CC(N4CCSCC4)CS3(=O)=O)nn2)cc1 (stereo not given)	-4	9	/	-9	/	/	-11	-5	/	/	/
COC(=O)COn1c(-n2nc(C)cc2C)nc2ccccc2c1=O	-4	6	1	1	6	-10	-8	-8	1.9	-15	-6
CCC1OC2(C)OC(=N)C1(C#N)C(C#N)(C#N)C2c1ccccc1 (stereo not given)	-4	8	16	-7	11	-5	3	-4	-1.9	4	2
O=C(NC1CCCCCC1)C(=S)N1CCOCC1	0	1	15	-1	7	1	10	2	-1.6	7	12
Cc1ccc(S(=O)(=O)N2[C@@H](c3cccc4ccccc34)C(C(=O)O)=C[C@H]2C(C)(C)C)cc1	0	13	-16	1	5	-7	12	4	-1.6	-2	10
CCOC(=O)N1CCN(C(=O)c2cc(S(=O)(=O)N3CCc4ccccc43)ccc2OC)CC1	-12	-24	9	-3	4	3	5	4	-1.5	7	-2
CCOC(=O)N(C)c1c(CC)nc2c(OCc3ccccc3C(=O)OC)cccn12	0	-18	-6	1	2	/	-4	-6	-1.7	3	/
COc1ccc(/C=N/NC(=O)c2cc[n+]([O-])cc2)cc1	0	3	11	-2	4	-3	-2	-2	-3.0	4	-3
Cc1n[nH]c(C)c1SCC(=O)Nc1ccc(F)cc1	0	-7	0	0	7	-5	10	8	-0.2	7	-6
O=C(O)CCCCCN1C(=O)/C(=C\c2ccncc2)SC1=S	0	-19	6	-6	10	-11	6	1	1.7	14	-8
Cc1ccc(/C=C/C(=O)Nc2cc(S(N)(=O)=O)ccc2O)cc1	2	9	4	3	7	10	-32	8	-1.2	12	5
CC(C)CNC(=S)N(CCCN(C)C)Cc1cc2cc3c(cc2[nH]c1=O)OCCO3	-6	-1	-10	-4	0	-4	-8	-8	1.9	2	2
Cc1ccc(S(=O)(=O)/N=C(/c2ccccc2)N2CCOCC2)c(C)c1	3	-18	6	-3	24	-4	3	-22	1.0	-16	/
O=C(Nc1cccc(O)c1)c1noc2c1CCCCC2	13	-19	16	-3	1	31	4	25	4.2	18	-3
O=C1Nc2ncccc2OC1CCO (stereo not given)	-1	1	11	-17	-2	5	-27	-2	-3.8	10	-2
COc1ccc2oc(=O)c(-c3csc(Nc4ccc(O)cc4)n3)cc2c1	4	-33	-28	3	11	-32	2	-27	2.6	-4	0
Cc1cc(C)c2c(N)c(C(=O)c3ccccc3Cl)sc2n1	-9	9	23	-2	8	16	-37	-4	-2.3	-5	-5
COc1ccc(C(=O)n2c(-c3ccco3)nc3ccccc32)cc1	0	-6	2	9	-19	8	-5	-39	-3.1	-34	4
COc1ccc(S(=O)(=O)NCCc2ccccc2)cc1	-4	-1	5	4	5	-3	10	0	0.6	-13	6
O=S(=O)(c1ccc(F)cc1)N1CCC(n2cnc3ccccc32)CC1	-2	-8	17	0	2	-1	-6	-2	-1.9	12	3
Cc1nnc(SCC(=O)c2ccc([N+](=O)[O-])cc2)s1	-13	3	11	-9	16	-4	10	10	-4.9	-18	17
CCN(CC)c1ccc(NC(=O)c2ccccc2Br)cc1S(=O)(=O)Nc1ccccc1OC	-5	2	27	-5	9	6	6	-26	-1.7	17	-3
CC1CCc2c(sc3nc(SCC(=O)O)n(-c4ccccc4)c(=O)c23)C1 (stereo not given)	-7	-8	-1	-1	17	-6	2	1	-1.2	0	3
COc1ccccc1N1C(=S)N=C(Nc2c(C)cccc2C)C12CCCC2	2	-24	1	4	1	-5	11	7	-0.8	-24	-12
Cc1cc(OCC(=O)N2CCCCCC2)ccc1[N+](=O)[O-]	1	-119	-66	5	4	-18	-17	-48	-0.6	-79	-1
O=C(Nc1nnc(SCc2ccc(F)cc2)s1)C1CC(=O)N(Cc2ccccc2)C1 (stereo not given)	1	5	11	-14	-2	5	11	12	-1.6	-19	4
CCOC(=O)c1c(C)noc1-c1ccc(Br)o1	-3	6	11	-2	-2	-1	8	-30	-1.5	-17	2

High-throughput results (PubChem BioAssay)

The list is partial; rates above refer to the full screens.
